Compound activity from PubChem.
beta cell repl: inducers of MIN6 beta-cell proliferation, primary screen, ATP luminescence, uHTS | MIN6 cells proliferation, ATPlite luminescence, 48 h; cells starved in 0.2% serum; 100% = growth in 10% serum | proliferation, % at 10 µM | 330,000 compounds, 0.29% hits | AID 2380, 2010;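 active = compounds whose signal lies at least 3.5 SD above the mean of all wells on their plate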;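 also: 0% = DMSO-treated cells in low-serum medium and 100% = 10% serum control; some compounds called inactive have numbers as strong as hits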
mIAP act: activators of mouse IAP, primary screen, biochemical, luminescence, uHTS. intestinal alkaline phosphatase [Mus musculus]. muIAP, CDP-Star luminescence, 30 min; hits give high values; 1 = vehicle-only enzyme signal, 0 = enzyme-free wells. activation factor at 10 µM. 330,000 compounds, 0.24% hits;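 active = activation factor of at least 2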; also: the source names both 10 and 20 µM as test concentration; values of inactives mirror those of a sister screen read the other way
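Assay system: mouse IAP enzyme; reagent: chemiluminescent substrate CDP-Star; dosing: test compounds delivered from DMSO solution; schedule: 30 min at room temperature; measured by: luminescence from enzymatic CDP-Star hydrolysis; controls: DMSO-only wells and no-enzyme negative control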
A3G deaminase: APOBEC3G DNA deaminase inhibitors, primary screen, biochemical, fluorescence, single-stranded DNA substrate, uHTS; AID 493012, 2011; 330,000 compounds, 0.28% hits; inhibition, % at 20 µM; recombinant A3G, ssDNA deamination FAM/TAMRA fluorescence;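 active = inhibition of at least 40% at 20 µM, with no more than 30% in the related APOBEC3A deaminase screen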;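 also: plate controls were DMSO wells with A3G for no effect and wells lacking A3G enzyme for full effect; some compounds called inactive have numbers as strong as hits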
Target sequence (Q9HC16 whole entry, looked up): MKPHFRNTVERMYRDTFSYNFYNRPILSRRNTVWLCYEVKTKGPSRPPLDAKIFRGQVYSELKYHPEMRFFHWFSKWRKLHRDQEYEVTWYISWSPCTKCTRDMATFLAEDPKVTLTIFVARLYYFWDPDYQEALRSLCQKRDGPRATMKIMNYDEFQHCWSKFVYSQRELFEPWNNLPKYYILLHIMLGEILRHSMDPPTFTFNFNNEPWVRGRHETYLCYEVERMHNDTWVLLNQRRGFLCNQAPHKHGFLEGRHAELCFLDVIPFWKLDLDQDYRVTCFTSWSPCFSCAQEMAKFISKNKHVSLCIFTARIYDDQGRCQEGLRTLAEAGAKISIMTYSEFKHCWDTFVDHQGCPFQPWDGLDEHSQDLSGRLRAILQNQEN
A3A deaminase: APOBEC3A ssDNA deaminase inhibitors, primary screen, selectivity assay for APOBEC3G inhibitor project, biochemical, FAM/TAMRA oligo cleavage fluorescence; inhibition, % at 20 µM; DNA dC->dU-editing enzyme APOBEC-3A (Homo sapiens), P31941; recombinant A3A, FAM/TAMRA ssDNA deamination fluorescence; 330,000 compounds, 0.41% hits;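 active = at least 40% inhibition at 20 µM here, with at most 30% in a related deaminase screen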;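 also: plate controls were A3A with DMSO for no effect and wells lacking A3A enzyme for full effect; some results filed as inactive read as strong as hits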
Target sequence (P31941 whole entry, looked up): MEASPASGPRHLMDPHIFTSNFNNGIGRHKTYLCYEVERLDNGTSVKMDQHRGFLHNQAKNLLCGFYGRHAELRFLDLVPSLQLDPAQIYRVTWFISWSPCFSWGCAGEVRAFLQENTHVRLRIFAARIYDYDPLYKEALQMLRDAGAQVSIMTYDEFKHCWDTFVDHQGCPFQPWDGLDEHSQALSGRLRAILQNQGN
hIAP block: human IAP inhibitors, primary screen, biochemical, luminescence, uHTS. 330,000 compounds, 0.12% hits. inhibition, % at 10 µM. purified IAP, CDP-Star luminescence, 30 min;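 active = inhibition reaching a set limit with compound at 10 µM in the primary screen, cut at about 35% in these data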;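 also: plate controls were DMSO wells with enzyme for no effect and no-enzyme buffer wells for full effect; values of inactives mirror those of a sister screen read the other way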
tim10-1 inh: growth inhibitors of tim10-1 mutant yeast, primary screen, luminescence, uHTS | inhibition, % at 20 µM | 330,000 compounds, 2.2% hits | S. cerevisiae tim10-1 ts strain growth, BacTiter-Glo, 24 h;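 active = inhibition of at least 40%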;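 also: mutant grown at 25 °C; 0% = DMSO wells with yeast and 100% = wells holding no yeast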
mIAP block: inhibitors of mouse IAP, primary screen, biochemical, luminescence, uHTS | intestinal alkaline phosphatase [Mus musculus] | purified mouse IAP, CDP-Star luminescence, 30 min | inhibition, % at 10 µM | 330,000 compounds, 0.2% hits | AID 2806, 2010;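 active = inhibition of at least 40% at 10 µM in the primary screen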;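 also: plate controls were DMSO with enzyme for no effect and no enzyme wells for full effect; values of inactives mirror those of a sister screen read the other way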
NLRP3 yeast inh: NALP3 inflammasome inhibitors in reconstituted yeast, primary screen, luminescence, uHTS; Yeast reconstituted NLRP3/ASC/caspase-1, beta-gal luminescence, 24 h; inhibition, % at 10 µM; 330,000 compounds, 0.39% hits; AID 2825, 2010;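 active = inhibition of 50% or more; inactive = inhibition below 50%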;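 also: plate controls were induced DMSO wells for no effect and uninduced yeast grown without galactose for full effect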
TIM10 inh: growth inhibitors of isogenic TIM10 control yeast, primary screen, counter-screen for tim10-1 yeast inhibitor project, luminescence, uHTS. S. cerevisiae TIM10 strain growth, BacTiter-Glo luminescence, 24 h. inhibition, % at 10 µM. AID 463195, 2010. 330,000 compounds, 1.4% hits;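 active = inhibition of 40% or more at the single tested concentration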;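 also: wild-type TIM10 isogenic control strain grown at permissive 25 °C; 0% = DMSO yeast wells and 100% = minimal medium wells without yeast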
Starred values were filed as active, the others as inactive.

For O=C(CCNC(=O)c1ccc(Br)cc1)Nc1ccccc1N1CCCCC1 the results were beta cell repl -5, mIAP act 1, A3G deaminase -9, A3A deaminase -4, hIAP block -4, tim10-1 inh 32, mIAP block 0, NLRP3 yeast inh -2 and TIM10 inh 8.
For O=S(=O)(NC1c2cccc3cccc(c23)C1Sc1ncccn1)c1ccc(Cl)cc1 (stereo not drawn) the results were beta cell repl -6, mIAP act 0.94, A3G deaminase 0, A3A deaminase 0, hIAP block 10, tim10-1 inh 33, mIAP block 6, NLRP3 yeast inh 4 and TIM10 inh 2.
Screening CCOc1ccc(S(=O)(=O)N(CC(=O)O)c2ccc(C)cc2)cc1 returned beta cell repl -2, mIAP act 1.1, A3G deaminase 1, A3A deaminase 3, hIAP block -4, tim10-1 inh 4, mIAP block -11, NLRP3 yeast inh -4 and TIM10 inh 6.
Screening CC(C)c1ccc(-c2nnn(CCC(=O)O)n2)cc1 returned beta cell repl -2, mIAP act 1, A3G deaminase -5, A3A deaminase 0, hIAP block 0, tim10-1 inh 9, mIAP block -3, NLRP3 yeast inh 24 and TIM10 inh 2.
`C/C=C/C(=O)N1CC2(CC(c3cccc(NC(=O)CCCCC)c3)=NO2)C[C@H]1C(N)=O` (stereo partly drawn) gave beta cell repl -3, mIAP act 0.98, A3G deaminase -4, A3A deaminase -2, hIAP block 7, tim10-1 inh 14, mIAP block 2, NLRP3 yeast inh 12 and TIM10 inh 13.
O=C(O)c1cccc(N2CCCC2)c1 was read as beta cell repl 0, mIAP act 0.94, A3G deaminase 0, A3A deaminase 2, hIAP block -12, tim10-1 inh -4, mIAP block 6, NLRP3 yeast inh -4 and TIM10 inh 3.
For COc1ccc(-n2c(CNC(=O)c3ccc(S(=O)(=O)N4CCCC4)cc3)n[nH]c2=S)cc1 the results were beta cell repl -3, mIAP act 1, A3G deaminase 26, A3A deaminase -3, hIAP block 12, tim10-1 inh 9, mIAP block -4, NLRP3 yeast inh 20 and TIM10 inh -11.
`CCCCC1(O)CC(C(F)(F)F)=NN1C(=O)COc1ccccc1` (stereo not drawn) gave beta cell repl -3, mIAP act 0.98, A3G deaminase -9, A3A deaminase -2, hIAP block -6, tim10-1 inh 34, mIAP block 2, NLRP3 yeast inh 22 and TIM10 inh 24.
`CC(=O)Nc1ccc(NC(=O)C2CCCN2C(=O)NCc2ccccc2)cc1` (stereo not drawn) gave beta cell repl -2, mIAP act 1.1, A3G deaminase -1, A3A deaminase 6, hIAP block -2, tim10-1 inh 12, mIAP block -7, NLRP3 yeast inh 22 and TIM10 inh -1.
`Cc1ccc(-c2nn(-c3ccccc3)cc2C(=O)Nc2ccc(C)c(S(=O)(=O)N3CCOCC3)c2)cc1` gave beta cell repl -3, mIAP act 1.5, A3G deaminase -9, A3A deaminase -2, hIAP block 1, tim10-1 inh 18, mIAP block -47, NLRP3 yeast inh 19 and TIM10 inh 30.
`CC(=O)N1CCN(S(=O)(=O)c2ccc(C)cc2)C1C` (stereo not drawn) gave beta cell repl -6, mIAP act 0.84, A3G deaminase -6, A3A deaminase -1, hIAP block 8, tim10-1 inh 9, mIAP block 16, NLRP3 yeast inh -1 and TIM10 inh 20.
CC(Sc1ccc(S(=O)(=O)N2CCN(C)CC2)cn1)C(=O)NC1(C#N)CCCCC1 (stereo not drawn) was read as beta cell repl -2, mIAP act 0.94, A3G deaminase -7, A3A deaminase -3, hIAP block 3, tim10-1 inh 3, mIAP block 6, NLRP3 yeast inh 19 and TIM10 inh -10.
For CSc1cccc(N2CC(C(=O)Nc3cccc(S(=O)(=O)N4CCCC4)c3)CC2=O)c1 (stereo not drawn) the results were beta cell repl -1, mIAP act 1.1, A3G deaminase 15, A3A deaminase 56*, hIAP block 1, tim10-1 inh -2, mIAP block -14, NLRP3 yeast inh 25 and TIM10 inh -1.
CC(C)OC(=O)/C(=C\c1ccccc1)NC(=O)c1ccccc1 was read as beta cell repl 1, mIAP act 1.1, A3G deaminase -11, A3A deaminase -2, hIAP block -5, tim10-1 inh 8, mIAP block -10, NLRP3 yeast inh 27 and TIM10 inh 15.
For CCc1ccc(N2CCN(C(=O)N3CCOCC3)CC2)cc1 the results were beta cell repl 0, mIAP act 1, A3G deaminase -3, A3A deaminase 0, hIAP block 5, tim10-1 inh -13, mIAP block -4, NLRP3 yeast inh 10 and TIM10 inh -13.
`Cc1c(C(=O)NC2CCCCC2)oc2c1C(=O)CC(C)(C)C2` gave beta cell repl -1, mIAP act 0.99, A3G deaminase -3, A3A deaminase 1, hIAP block 8, tim10-1 inh 23, mIAP block 1, NLRP3 yeast inh 16 and TIM10 inh 1.
Screening CN(C)c1ccc(NC(=O)CSc2n[nH]c(-c3ccco3)n2)cc1 returned beta cell repl -4, mIAP act 0.99, A3G deaminase -4, A3A deaminase -1, hIAP block 6, tim10-1 inh 0, mIAP block 1, NLRP3 yeast inh 7 and TIM10 inh 13.
Screening COc1ccc(-c2nc3c(c(SCC(=O)Nc4cccc(O)c4)n2)Cc2c(CO)cnc(C)c2O3)cc1 returned beta cell repl 0, mIAP act 0.89, A3G deaminase 24, A3A deaminase 4, hIAP block -14, tim10-1 inh 11, mIAP block 11, NLRP3 yeast inh 28 and TIM10 inh -25.
For CCCN(CC(=O)Nc1ccccc1OC)C(=O)c1cc(-c2ccccc2)nn1-c1ccccc1 the results were beta cell repl -7, mIAP act 1.2, A3G deaminase 0, A3A deaminase 10, hIAP block -7, tim10-1 inh 22, mIAP block -15, NLRP3 yeast inh 19 and TIM10 inh 8.
`Cc1cc(C)n(CCC(=O)N/N=C/c2ccccc2O)n1` gave beta cell repl 0, mIAP act 1, A3G deaminase -4, A3A deaminase -5, hIAP block 9, tim10-1 inh 14, mIAP block -2, NLRP3 yeast inh 10 and TIM10 inh 14.
Screening CN1CCN(C(=O)c2cccn(Cc3c(Cl)cccc3Cl)c2=O)CC1 returned beta cell repl 4, mIAP act 1, A3G deaminase -7, A3A deaminase -4, hIAP block -4, tim10-1 inh -10, mIAP block -4, NLRP3 yeast inh 16 and TIM10 inh 24.
`CC(C(=O)Nc1ccc(S(=O)(=O)N2CCCCC2)cc1)N1CCN(c2ccccn2)CC1` (stereo not drawn) gave beta cell repl 2, mIAP act 1, A3G deaminase -8, A3A deaminase 1, hIAP block -4, tim10-1 inh 12, mIAP block -3, NLRP3 yeast inh -2 and TIM10 inh 13.
`CC(=O)CSc1nc2ccccc2o1` gave beta cell repl 0, mIAP act 0.91, A3G deaminase -3, A3A deaminase -7, hIAP block -14, tim10-1 inh 13, mIAP block 9, NLRP3 yeast inh -16 and TIM10 inh 13.
`O=Cc1c(N2CCN(c3cccc(Cl)c3)CC2)nc2ccccn2c1=O` gave beta cell repl -1, mIAP act 0.93, A3G deaminase -2, A3A deaminase -2, hIAP block 12, tim10-1 inh 30, mIAP block 7, NLRP3 yeast inh 46 and TIM10 inh 40*.
Screening Clc1ccc(-n2cc(COCc3ccccc3)nn2)cc1 returned beta cell repl -2, mIAP act 0.99, A3G deaminase 0, A3A deaminase 34, hIAP block -3, tim10-1 inh 0, mIAP block 0, NLRP3 yeast inh 25 and TIM10 inh -3.
Cc1cccc(C(=O)NCC(=O)NNC(=O)c2ccccc2O)c1 was read as beta cell repl -1, mIAP act 0.79, A3G deaminase -1, A3A deaminase 1, hIAP block -54, tim10-1 inh -1, mIAP block 21, NLRP3 yeast inh 17 and TIM10 inh -1.
`COC(=O)c1c(NC(=O)Cn2nc(C(F)F)cc2C(F)F)sc(C)c1C` gave beta cell repl 0, mIAP act 0.98, A3G deaminase 19, A3A deaminase 4, hIAP block 4, tim10-1 inh 24, mIAP block 2, NLRP3 yeast inh 12 and TIM10 inh 36.
CSC(=NS(=O)(=O)c1ccc(C)cc1)SC was read as beta cell repl -4, mIAP act 0.98, A3G deaminase -8, A3A deaminase 1, hIAP block -23, tim10-1 inh 5, mIAP block 2, NLRP3 yeast inh -11 and TIM10 inh 14.
Screening Cc1cccc(CSCc2ccc(C(=O)NC(C)C)o2)c1 returned beta cell repl 2, mIAP act 0.91, A3G deaminase -1, A3A deaminase 5, hIAP block -9, tim10-1 inh 20, mIAP block 9, NLRP3 yeast inh 19 and TIM10 inh -3.
Screening CNC(=S)N/N=C/c1cn(CCOc2cccc(OC)c2)c2ccccc12 returned beta cell repl -4, mIAP act 0.98, A3G deaminase -5, A3A deaminase -2, hIAP block 12, tim10-1 inh 12, mIAP block 2, NLRP3 yeast inh 23 and TIM10 inh 38.
`CCOCCCNC(=O)C(c1ccc(OC)cc1)N(Cc1cccs1)C(=O)CNC(C)=O` (stereo not drawn) gave beta cell repl -4, mIAP act 0.92, A3G deaminase -10, A3A deaminase 2, hIAP block 6, tim10-1 inh 13, mIAP block 8, NLRP3 yeast inh 8 and TIM10 inh -7.
Screening Cc1cc(C(C)(C)C)cc(C)c1N returned beta cell repl 0, mIAP act 0.84, A3G deaminase -8, A3A deaminase -4, hIAP block 2, tim10-1 inh 12, mIAP block 16, NLRP3 yeast inh 4 and TIM10 inh -4.
`O=C(O)c1ncc(-c2ccccc2)cn1` gave beta cell repl -2, mIAP act 0.98, A3G deaminase -8, A3A deaminase -2, hIAP block 17, tim10-1 inh 3, mIAP block 2, NLRP3 yeast inh 5 and TIM10 inh -18.
`CC1CCc2cc(F)cc3c(O)c(C(=O)NCC4CCCO4)c(=O)n1c23` (stereo not drawn) gave beta cell repl -1, mIAP act 0.9, A3G deaminase 1, A3A deaminase 3, hIAP block -2, tim10-1 inh 29, mIAP block 10, NLRP3 yeast inh 6 and TIM10 inh 16.

Arranged by number of heavy atoms (ascending): part of the list above
Screening Cc1cc(C(C)(C)C)cc(C)c1N returned beta cell repl 0, mIAP act 0.84, A3G deaminase -8, A3A deaminase -4, hIAP block 2, tim10-1 inh 12, mIAP block 16, NLRP3 yeast inh 4 and TIM10 inh -4.
Screening Cc1cccc(CSCc2ccc(C(=O)NC(C)C)o2)c1 returned beta cell repl 2, mIAP act 0.91, A3G deaminase -1, A3A deaminase 5, hIAP block -9, tim10-1 inh 20, mIAP block 9, NLRP3 yeast inh 19 and TIM10 inh -3.
Cc1cccc(C(=O)NCC(=O)NNC(=O)c2ccccc2O)c1 was read as beta cell repl -1, mIAP act 0.79, A3G deaminase -1, A3A deaminase 1, hIAP block -54, tim10-1 inh -1, mIAP block 21, NLRP3 yeast inh 17 and TIM10 inh -1.
`COC(=O)c1c(NC(=O)Cn2nc(C(F)F)cc2C(F)F)sc(C)c1C` gave beta cell repl 0, mIAP act 0.98, A3G deaminase 19, A3A deaminase 4, hIAP block 4, tim10-1 inh 24, mIAP block 2, NLRP3 yeast inh 12 and TIM10 inh 36.
